Screening results as filed in PubChem BioAssay.
UPR CHOP act = apoptotic UPR (CHOP) activation. AID 449763. actives 0.34% (n = 330,000). activation, % at 10 µM. CHO-CHOP luciferase reporter, luminescence; percent of tunicamycin response over DMSO baseline;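 active means at 10 µM dose, activation of 40% or more, normalized to positive control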;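 further: 100% = tunicamycin at 10 µg/mL and 0% = DMSO alone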
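System: CHO-CHOP luciferase reporter cell line | Buffer or medium: F12 medium containing 10% fetal bovine serum | Doses: One dose, 10 µM in 0.5% DMSO | Times: 6 h compound exposure at 37 °C after overnight seeding | Signal: Luciferase luminescence | Read-out: % activation vs tunicamycin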
697 NFkB inh = inhibitors of the PMA/ionomycin-induced NF-kB reporter in 697 B cells. 697 B-cell NF-kB luciferase reporter, 16 h. inhibition, % at 4 µM. actives 0.33% (n = 330,000); in the data active means inhibition above about 35%
TIM10 inh = growth inhibitors of TIM10 yeast strain; S. cerevisiae TIM10 strain growth, BacTiter-Glo luminescence, 24 h; inhibition, % at 10 µM; actives 1.4% (n = 330,000); AID 463195;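 active means inhibition of 40% or more at the single tested concentration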;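 further: wild-type TIM10 isogenic control strain grown at permissive 25 °C; 0% = DMSO yeast wells and 100% = minimal medium wells without yeast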
tim10-1 inh = tim10-1 yeast growth inhibition; AID 463190; inhibition, % at 20 µM; S. cerevisiae tim10-1 ts strain growth, BacTiter-Glo, 24 h; actives 2.2% (n = 330,000);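 active means inhibition of at least 40%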;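 further: mutant grown at 25 °C; 0% = DMSO wells with yeast and 100% = wells holding no yeast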
Jurkat NFkB inh = lowers PMA/ionomycin-induced NF-kB signal in Jurkat cells; inhibition, % at 4 µM; actives 0.53% (n = 330,000); PMA/ionomycin-induced NF-kB luciferase reporter, luminescence; AID 435003; in the data active means inhibition above about 50%
UPR XBP1 act = adaptive UPR (XBP1) activation; CHO-XBP1 luciferase reporter, IRE1-XBP1 UPR activation, luminescence; percent of tunicamycin response, DMSO as zero; activation, % at 20 µM; actives 0.33% (n = 330,000);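 active means versus positive control, 20 µM dose yields 30% or more activation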;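 further: 100% = tunicamycin at 10 µg/mL and 0% = DMSO only wells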
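Assay system: CHO-XBP1 luciferase reporter cells; Schedule: 6 h treatment, 37 °C; Detection: glow luminescence from Steady-Glo reagent; Benchmarks: high control tunicamycin 10 µg/mL final, low control DMSO vehicle only.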
tim23-1 inh = inhibits growth of tim23-1 mutant yeast | actives 1.3% (n = 330,000) | inhibition, % at 20 µM | S. cerevisiae tim23-1 growth, BacTiter-Glo luminescence, 24 h;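 active means growth inhibition of the mutant yeast at or above 50%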;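 further: temperature-sensitive mutant grown at 25 °C; plate controls were DMSO-treated mutant yeast for no effect and medium wells lacking yeast for full effect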
Mdm2-MdmX inh = disrupts the human Mdm2-MdmX interaction; O15151+Q00987; actives 3% (n = 330,000); SaOS-2 split-luciferase Mdm2/MdmX complementation, luminescence; inhibition, % at 8 µM;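 active means inhibition of at least 50% at 8 µM in the primary screen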
Target sequence (O15151 whole entry, looked up): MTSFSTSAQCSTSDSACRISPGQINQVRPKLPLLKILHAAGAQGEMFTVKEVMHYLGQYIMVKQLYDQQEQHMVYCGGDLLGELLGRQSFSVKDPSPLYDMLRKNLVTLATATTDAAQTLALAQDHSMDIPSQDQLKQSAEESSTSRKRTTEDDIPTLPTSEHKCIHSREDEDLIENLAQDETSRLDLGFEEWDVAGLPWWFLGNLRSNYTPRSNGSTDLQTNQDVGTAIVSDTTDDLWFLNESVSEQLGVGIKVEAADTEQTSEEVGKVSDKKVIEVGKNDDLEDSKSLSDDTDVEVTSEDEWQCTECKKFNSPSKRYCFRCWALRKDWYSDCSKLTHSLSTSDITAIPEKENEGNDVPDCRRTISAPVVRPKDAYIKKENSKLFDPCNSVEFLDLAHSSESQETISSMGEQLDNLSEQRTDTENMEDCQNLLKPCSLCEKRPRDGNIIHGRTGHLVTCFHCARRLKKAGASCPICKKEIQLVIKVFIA
Target sequence (Q00987 whole entry, looked up): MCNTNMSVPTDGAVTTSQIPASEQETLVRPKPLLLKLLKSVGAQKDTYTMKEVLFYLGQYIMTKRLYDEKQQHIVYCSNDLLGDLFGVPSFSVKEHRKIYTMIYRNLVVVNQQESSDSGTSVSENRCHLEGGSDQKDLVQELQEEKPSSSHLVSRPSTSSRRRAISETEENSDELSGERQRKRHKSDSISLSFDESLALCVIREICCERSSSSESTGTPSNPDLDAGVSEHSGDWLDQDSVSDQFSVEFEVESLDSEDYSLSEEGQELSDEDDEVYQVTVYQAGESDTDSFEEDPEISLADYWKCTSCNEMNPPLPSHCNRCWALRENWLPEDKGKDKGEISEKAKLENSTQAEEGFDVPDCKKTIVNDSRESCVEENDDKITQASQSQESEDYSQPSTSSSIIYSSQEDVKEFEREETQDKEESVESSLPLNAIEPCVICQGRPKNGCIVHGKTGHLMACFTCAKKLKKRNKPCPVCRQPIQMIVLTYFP
Active calls of the source: *.

canonical_smiles	Jurkat NFkB inh	TIM10 inh	tim23-1 inh	UPR CHOP act	697 NFkB inh	tim10-1 inh	UPR XBP1 act	Mdm2-MdmX inh
Cc1ccc(S(=O)(=O)N2CCC(C(=O)Nc3nnc(C)s3)CC2)cc1	4	-16	-14	-0.9	2	-24	0	6
Cc1nc2ccccc2n1CC(=O)c1ccccc1	7	-6	-7	0.8	0	-2	-1	23
CCN1CCN(C(=O)Cn2cnc3sc(C)c(S(=O)(=O)N4CCN(c5ncccn5)CC4)c3c2=O)CC1	11	-9	-13	1.9	21	-13	-6	16
COc1ccc(C2C(C(=O)c3sc(C)nc3C)=C(O)C(=O)N2CCCn2ccnc2)cc1OC (stereo unspecified)	0	-15	4	2.2	3	11	-5	-9
Cc1ccc(Nc2nc(N)nc(CN3CCN(Cc4ccc5c(c4)OCO5)CC3)n2)cc1Cl	13	7	21	0.3	-7	7	1	34
COc1ccc(C(=O)N2N=C(c3cccs3)CC2c2ccccc2O)cc1 (stereo unspecified)	-17	29	47	-0.4	-6	39	1	10
O[C@@H]1CN(Cc2ccccc2Cl)CC[C@H]1N1CCOCC1	-3	-1	5	-2.1	13	-16	-2	13
CN(C)S(=O)(=O)c1cccc(NC(=O)COC(=O)C2(c3ccccc3F)CCCC2)c1	12	11	24	-0.8	-13	4	-3	29
O=C(NC1CC2CCCC(C1)N2C(=S)Nc1ccccc1)C1CC1 (stereo unspecified)	3	7	-4	-0.3	14	-13	1	-14
COc1cc(C#N)ccc1OCC(=O)NCCC1=CCCCC1	-4	-4	20	0.8	22	-1	5	-11
Cc1cc(C)cc(C(=O)OCC(=O)NCCNC(=O)COC(=O)c2cc(C)cc(C)c2)c1	4	-5	2	1.9	16	-11	-4	8
O=C(O)CCCC(=O)Nc1ccc(Oc2cccc(C(F)(F)F)c2)nc1	-7	-6	-12	-0.3	-13	-17	-2	3
CC(C)(O)[C@H]1Cc2cc3ccc(=O)oc3cc2O1	-60	-15	8	3.5	-57	12	-1	-34
O=C(CSc1nc2[nH]c(=O)cc(O)c2s1)Nc1cc(Cl)cc(Cl)c1	6	15	21	-1.9	7	6	1	19
CCOC(=O)Cn1c(=O)oc2cc(S(=O)(=O)N(C)c3cccc(C)c3)ccc21	3	-21	-2	-1.9	10	-11	0	20
O=C(Oc1ccc(N(Cc2cccs2)C2=NS(=O)(=O)c3ccccc32)cc1)c1ccccc1Cl	1	-12	-7	-1.8	6	21	-1	19
Cn1c(=O)c2c(ncn2CC(O)CNc2ccc(F)cc2)n(C)c1=O (stereo unspecified)	11	8	15	-1.3	11	-4	-3	15
O=C(c1ccc(=O)oc1)N1CCOCC1	-2	6	-9	0.1	4	-1	5	11
CCCCN(C(=O)c1ccc(C)c(S(=O)(=O)N2CCOCC2)c1)c1c(N)n(CC(C)C)c(=O)[nH]c1=O	-5	-1	5	1.9	-8	1	-2	-15
O=C(COc1ccc(Cl)cc1)NCc1nnc2c3ccccc3c(-c3ccccc3)nn12	-9	31	26	0.9	-22	38	-1	12

(list continues)
canonical_smiles	Jurkat NFkB inh	TIM10 inh	tim23-1 inh	UPR CHOP act	697 NFkB inh	tim10-1 inh	UPR XBP1 act	Mdm2-MdmX inh
NS(=O)(=O)c1ccc(S(=O)(=O)NCCc2ccccc2)cc1	4	-7	-3	0.1	12	15	3	22
Cn1c(=O)[nH]c(=O)c2c1nc(NCCc1ccccc1)n2CC(O)COc1ccccc1 (stereo unspecified)	-12	-12	-4	-2.7	-14	7	-5	5
CCn1c(C)nc2cc(C(=O)OC)ccc21	-27	-2	25	1.4	2	2	1	6
Nc1ccccc1N1C(=O)c2cccc3cccc(c23)C1=O	1	17	4	-0.4	-10	16	0	9
CC(=O)/C(C(=N)N1CCN(c2cccc(Cl)c2)CC1)=C(\C)O	-3	-4	4	0.3	-10	-11	0	18
Cc1c(Br)c([N+](=O)[O-])nn1CC(=O)N1CCN(Cc2ccccc2)CC1	-5	0	12	0.4	12	2	3	-1
O=C(COC(=O)c1cnccn1)Nc1ncc(C(F)(F)F)cc1Cl	-1	-1	-8	-1.4	7	-5	-2	25
CCOC(=O)Cc1cnc(NC(=O)CSc2nc3ncnc(N)c3[nH]2)s1	4	-3	-2	0.6	-24	3	-2	4
Cc1nc([N+](=O)[O-])cn1CC(=O)Nc1ccc(Cl)cc1	12	0	4	2.8	11	8	-6	15
CCOCCCNC(=O)C1CCN(S(=O)(=O)N2CCCC2)CC1	3	9	-2	2.0	10	-9	3	26
CCCC(C)NC(=O)C1CCN(C(=O)C2CC(=O)N(c3ccc(C)cc3)C2)CC1 (stereo unspecified)	7	1	11	2.5	10	4	-2	0
COc1ccc(N2CCN(C(CNC(=O)C3CCCCC3)c3cccnc3)CC2)cc1 (stereo unspecified)	-1	-4	13	-3.2	17	10	0	7
COc1ccc(S(=O)(=O)Nc2cc3c4c(c2)CCN4C(=O)CC3)cc1C	9	9	1	0.7	8	0	0	18
N#C/C(=C\c1cccc(Br)c1)C(=O)N1CCCCC1	18	63*	81*	0.6	-14	70*	-2	12
Cc1cc(=O)oc2cc(OCC(=O)NC3CCCC3)ccc12	-5	-2	16	1.8	-4	15	1	8
Cc1nsc(N)c1C(=O)O	2	-9	-3	0.0	2	12	-3	6
COc1ccc(CNC(=O)NCCc2c[nH]c3ccccc23)cc1	-5	-10	12	-3.0	8	15	-4	9
CC(C)(C)C(=O)C1=C(O)C(=O)N(Cc2ccccc2)C1c1ccccc1F (stereo unspecified)	5	-1	22	5.7	0	23	-3	17
CC1(C)c2[nH]c3ccccc3c2C[C@@H]2C(=O)N(Cc3ccccc3)C(=O)N21	-7	16	16	0.5	9	26	-1	-21
COc1ccc(CNC(=O)c2cnc(C)cn2)c(OC)c1	-9	-1	19	-0.8	24	9	-3	8

An excerpt from above with just tim10-1 inh and UPR CHOP act:
| Structure | tim10-1 inh | UPR CHOP act |
| --- | --- | --- |
| O=C(COC(=O)c1cnccn1)Nc1ncc(C(F)(F)F)cc1Cl | -5 | -1.4 |
| CCOC(=O)Cc1cnc(NC(=O)CSc2nc3ncnc(N)c3[nH]2)s1 | 3 | 0.6 |
| Cc1nc([N+](=O)[O-])cn1CC(=O)Nc1ccc(Cl)cc1 | 8 | 2.8 |
| CCOCCCNC(=O)C1CCN(S(=O)(=O)N2CCCC2)CC1 | -9 | 2.0 |
| CCCC(C)NC(=O)C1CCN(C(=O)C2CC(=O)N(c3ccc(C)cc3)C2)CC1 (stereo unspecified) | 4 | 2.5 |

Full records from above:
Cc1nsc(N)c1C(=O)O across the screens: Jurkat NFkB inh = 2; TIM10 inh = -9; tim23-1 inh = -3; UPR CHOP act = 0.0; 697 NFkB inh = 2; tim10-1 inh = 12; UPR XBP1 act = -3; Mdm2-MdmX inh = 6
COc1ccc(CNC(=O)c2cnc(C)cn2)c(OC)c1 across the screens: Jurkat NFkB inh = -9; TIM10 inh = -1; tim23-1 inh = 19; UPR CHOP act = -0.8; 697 NFkB inh = 24; tim10-1 inh = 9; UPR XBP1 act = -3; Mdm2-MdmX inh = 8

Later entries:
canonical_smiles	Jurkat NFkB inh	TIM10 inh	tim23-1 inh	UPR CHOP act	697 NFkB inh	tim10-1 inh	UPR XBP1 act	Mdm2-MdmX inh
O=C(CN1C(=O)NC2(CCCCC2)C1=O)Nc1ccc(N2CCCCC2)cc1	-8	-8	-5	0.1	5	-9	0	-4
CC1CCCCC1NC(=O)C1CCN(S(=O)(=O)c2ccc(-n3cnnn3)cc2)CC1 (stereo unspecified)	8	-27	1	-1.4	18	-4	-2	33
CC(=O)N1c2ccccc2C(C)CC12CCCCC2 (stereo unspecified)	-5	6	3	-0.9	-52	17	-2	-13
Cc1ccc(-c2cc(N)n(Cc3ccc(Cl)cc3)n2)cc1	22	14	37	2.0	-38	39	2	17
CCCn1c(CN2CCN(C(=O)c3ccco3)CC2)nc2cc(S(=O)(=O)N(C)C)ccc21	2	7	3	-1.2	-3	4	1	28
COc1ccc(OC)c(NC(=O)c2cccnc2)c1	-4	-1	11	1.3	1	7	-4	17
COC(CNC(=O)C1CC(=O)N(CCc2ccc(C)cc2)C1)OC (stereo unspecified)	21	0	-3	-0.2	10	-3	-4	24
CCC(c1c(C)n(C)n(-c2ccccc2)c1=O)c1c(C)n(C)n(-c2ccccc2)c1=O	8	2	3	0.5	18	11	2	9
Cc1cc(C)c2nc(N3CCCC3)c(C#N)cc2c1	-15	13	14	3.8	5	19	4	10
CCOC(=O)c1ccc(-c2c(-c3ccc4c(c3)OCO4)noc2-c2ccsc2)cc1F	14	-6	-8	0.1	28	-12	-2	37
Cc1cccc(NC(=O)NNC(=O)c2cc3ccccc3cc2O)c1C	11	-12	-23	-0.5	11	-4	0	-1
COc1ccc(N2CCN(C(=O)COC(=O)CCOc3cc(C)ccc3C)CC2)cc1	1	19	17	-2.5	15	34	-4	-4
Cc1cccnc1NC(=O)c1ccc2nc(N)sc2c1	11	-13	6	-3.6	13	11	-8	15
Cc1ccc(S(=O)(=O)N2CCN(C(=O)c3ccccc3)CC2)cc1	-7	10	16	1.0	21	18	-2	-1
Cc1sc2nc(CN(C(=O)c3cccs3)C3CCCC3)[nH]c(=O)c2c1C	-3	12	-1	-1.9	-42	25	-2	3
COc1ccc(OC)c(NCc2nnc(-c3ccccc3)o2)c1	-13	1	16	-0.7	-11	-11	-2	7
CN(CC(=O)OCC(=O)Nc1ccccc1)S(=O)(=O)c1ccc(Cl)cc1	-4	-5	-5	0.5	-13	5	-3	-48
O=C(NC1CCCCC1)C(c1ccc(O)cc1)N(C(=O)c1cnccn1)c1cccc(F)c1 (stereo unspecified)	5	6	6	-1.7	18	-10	-1	7
NNC(=O)c1cc2c(ccc3ccccc32)o1	-5	-1	5	-1.9	-5	-15	-2	6
CCCS(=O)(=O)c1c(S(=O)(=O)CCC)c2c3ccccc3ccn2c1C(N)=O	8	12	1	-1.5	-12	-4	-1	21

The listing continues.
canonical_smiles	Jurkat NFkB inh	TIM10 inh	tim23-1 inh	UPR CHOP act	697 NFkB inh	tim10-1 inh	UPR XBP1 act	Mdm2-MdmX inh
Cn1c(SCC(=O)Nc2ccc(Br)cn2)nnc1C1CC1	-2	-4	-4	-0.9	-28	10	-3	15
CC1(C)CC(=O)c2sc(NS(=O)(=O)c3cc(Cl)ccc3Cl)nc2C1	8	6	1	3.7	-11	-19	3	-10
O=C(NC(=O)c1ccccc1)Nc1ccccc1O	-118	3	-8	0.7	-159	2	-3	-138
O=C(Nc1cc2c3c(c1)C1CCCC1CN3CC1CCCC21)c1ccc([N+](=O)[O-])cc1 (stereo unspecified)	4	-28	-22	5.8	-2	-16	0	14
CN1CCN(CC(=O)NC2CCCCC2)CC1	12	-11	2	0.4	-8	15	0	-18
